Bioassay records from PubChem.
ABCB6 inh 2 – blocks the human ABCB6 transporter; Q9NP58; K562-ABCB6 porphyrin accumulation, flow cytometry, 1 h; hits give low values; fluorescence ratio to DMSO, % at 10 µM; 0.19% of 360,000 active; AID 602162;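 active = fluorescence ratio to DMSO below 75%, the collection mean minus 3 SD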;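 also: signal is porphyrin accumulated inside mitochondria; 100% equals median channel fluorescence of DMSO control wells; lower ratio means ABCB6 inhibition with less porphyrin fluorescence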
N-glyco inh – N-linked glycosylation inhibition; reporter increase, % at 12.5 µM; AID 588692; 0.23% of 360,000 active; D54 ERlucT glycosylation luciferase reporter, 24 h; percent of 100 nM tunicamycin response;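 active = mean luciferase reporter signal, scaled so untreated is 0 and the glycosylation-blocking control 100, at or above a set limit in every replicate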;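 also: luciferase carries N-glycosylation sites so blocking glycosylation raises the light; 0% = median of neutral control wells and 100% = median of 100 nM tunicamycin wells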
PDI inh – blocks human protein disulfide isomerase activity | inhibition, % at 10 µM | 0.052% of 350,000 active | P07237 | PDI insulin aggregation turbidity, A650, 90 min;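 active = mean inhibition across replicates of 30% or more, whatever share of single replicates reach that level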;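 also: absorbance from insulin aggregation driven by PDI reduction with DTT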
ABHD5-PLIN5 inh – inhibitors of human ABHD5-perilipin-5 interaction; Split G. princeps luciferase complementation, luminescence, 4 h; inhibition, % at 4 µM; AID 602281; 0.78% of 360,000 active;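 active = inhibition above the mean inhibition across every tested compound plus 3 SD, cut at about 22% in these data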;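 also: 0% = DMSO only wells and the 100% control is not disclosed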
CaV13 FRET inh – Primary screen for inhibitors of IQ motif and Ca2+-dependent inactivation inhibitor domain binding in CACNA1D, Förster resonance energy transfer in living cells, …. HEK cells, CFP/YFP FRET ICDI-IQ, plate reader, 10 min; percent FRET-ratio fall versus neutral wells. inhibition, % at 12.3 µM. 0.098% of 340,000 active. AID 743397;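 active = mean replicate inhibition of at least 30% and at least 1% of replicates passing that level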;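 also: 0% = median of the neutral control wells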
HTR2A ag – activates the mouse 5-HT2A serotonin receptor; P35363; CHO-K1 mHTR2A beta-arrestin complementation, luminescence; percent of 30 µM serotonin response; activation, % at 7.6 µM; 0.66% of 360,000 active; AID 624169;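 active = activation above a run cutoff, the mean activation of all tested compounds plus 3 SD, cut at about 14% in these data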;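 also: 0% = plate median of compound wells and 100% = 30 µM serotonin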
Target sequence (P35363 whole entry, looked up): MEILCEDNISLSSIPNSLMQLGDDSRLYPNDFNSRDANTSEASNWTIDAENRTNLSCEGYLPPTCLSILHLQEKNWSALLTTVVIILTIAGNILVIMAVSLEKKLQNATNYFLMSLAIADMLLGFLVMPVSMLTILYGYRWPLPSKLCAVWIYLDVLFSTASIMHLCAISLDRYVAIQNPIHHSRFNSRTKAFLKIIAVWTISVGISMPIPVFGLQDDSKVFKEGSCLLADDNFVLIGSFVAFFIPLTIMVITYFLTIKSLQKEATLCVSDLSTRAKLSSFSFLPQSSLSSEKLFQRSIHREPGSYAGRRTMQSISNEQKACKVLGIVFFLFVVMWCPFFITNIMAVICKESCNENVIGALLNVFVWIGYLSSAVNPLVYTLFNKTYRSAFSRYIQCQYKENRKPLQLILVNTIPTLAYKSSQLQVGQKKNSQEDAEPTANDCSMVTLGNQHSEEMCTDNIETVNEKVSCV
MC4R antag cAMP – human MC4R antagonism in cAMP assay | MC4R-expressing cells, MTII-stimulated cAMP, LANCE TR-FRET | inhibition, % at 6.5 µM | 0.48% of 360,000 active | AID 540295;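 active = inhibition above its plate's cutoff, the mean of tested wells on that plate plus 3 SD, cut at about 29% in these data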;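 also: 0% = Melanotan II alone and 100% = Melanotan II plus saturating MCL0020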
Target sequence (P32245 whole entry, looked up): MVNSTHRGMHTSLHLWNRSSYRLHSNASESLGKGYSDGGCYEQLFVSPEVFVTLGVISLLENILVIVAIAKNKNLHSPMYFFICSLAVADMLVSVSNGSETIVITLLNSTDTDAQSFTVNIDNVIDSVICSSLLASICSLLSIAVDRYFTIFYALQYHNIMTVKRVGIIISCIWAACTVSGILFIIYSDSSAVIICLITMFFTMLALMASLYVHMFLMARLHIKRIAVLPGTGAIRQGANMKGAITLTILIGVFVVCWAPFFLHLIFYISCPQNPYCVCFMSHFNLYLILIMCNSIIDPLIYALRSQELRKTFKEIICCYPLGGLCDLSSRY
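Material: U2OS-MC4R stable cell line | Reagent: Melanotan II challenge after compound preincubation | Doses: One concentration, 6.5 µM nominal | Incubation: 30-min compound preincubation, 1-h Melanotan II challenge, 1-h detection, room temperature | Signal: TR-FRET cAMP assay | Replicates: One well per compound, no replicates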
Cardio protect – modulators protecting cardiomyocytes from myocardial damage. protection from H2O2 cell death, % at 20 µM. 0.63% of 360,000 active. H9c2 cardiomyocytes, H2O2 injury protection, ATPLite, 2 h;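 active = compounds giving at least 50% protection of heart cells from peroxide-induced death in the single-dose screen, raw or plate-pattern-corrected value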;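 also: 0% = DMSO wells with peroxide and 100% = DMSO wells without peroxide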
MC4R barr agon – agonists of human melanocortin 4 receptor (MC4R) beta-arrestin; P32245; U2OS MC4R beta-arrestin complementation, luminescence; percent of melanotan II response, DMSO zero; 0.98% of 360,000 active; AID 540308; activation, % at 8.9 µM;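 active = activation above a per-plate cutoff, the mean activation of sample wells on that plate plus 3 SD, cut at about 8% in these data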
Granule exo inh – lytic granule exocytosis inhibition; TALL-104 LAMP-1 surface exposure, flow cytometry; cells stimulated with thapsigargin and PMA; inhibition, % at 10 µM; 0.66% of 360,000 active; AID 651702;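 active = inhibition above about 55%, limit read from the data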
* hit, by the source's call; . = not tested or not shown.

SMILES	ABCB6 inh 2	N-glyco inh	PDI inh	ABHD5-PLIN5 inh	CaV13 FRET inh	HTR2A ag	MC4R antag cAMP	Cardio protect	MC4R barr agon	Granule exo inh
Cc1ccccc1NS(=O)(=O)c1ccc(C(=O)NCCCN2CCOCC2)cc1	104	0	-9	12	-6	-6	-6	-2	1.8	-2
CCc1nnc(NC(=O)CCS(=O)(=O)c2ccccc2)s1	166	-5	8	-4	-3	3	15	9	3.0	-18
COCCNc1nc2nonc2nc1N1CCCC1c1nccs1 (stereo unspecified)	96	4	-2	0	-1	2	-3	1	-0.2	-1
Cc1ccc(N(C)S(=O)(=O)c2cccc(C(=O)OCC(=O)N3CCCC(C)C3)c2)cc1 (stereo unspecified)	95	-3	7	-3	-7	3	8	-16	-0.7	7
Cc1ccc(C2(c3ccc(C)cc3)CC2C(=O)NCc2cccnc2)cc1 (stereo unspecified)	101	-3	-6	1	-6	-8	10	-4	1.7	2
O=C(Nc1ccc(S(=O)(=O)N2CCCC2)cc1)C1CC(=O)N(c2ccccc2)C1 (stereo unspecified)	100	1	9	0	-3	-4	3	10	-1.8	-2
Cc1cc2nc3n(c2cc1C)CC1CC(C(=O)NCc2ccccc2)N(C)C31 (stereo unspecified)	98	1	-1	10	-9	1	6	-5	-0.4	0
OC1(c2ccc3c(c2)OCO3)CCN(Cc2ccc(F)cc2)CC1	96	1	-1	1	-3	-2	3	13	-0.1	-2
Oc1ccc(C(=S)N2CCCCCC2)cc1	95	0	5	-1	-4	0	7	-3	0.0	4
CC1CCCCN1C(=O)CSc1nnc(-c2cccs2)o1 (stereo unspecified)	100	-6	-12	-7	-4	-2	-7	-5	1.9	-3
CCN(CC)C(=O)C(C)N(C#N)c1nc(C)cc(C)n1 (stereo unspecified)	97	1	-3	-4	-5	4	-6	-1	-0.8	-1
O=C(NCc1ccccc1F)C1CCCN1S(=O)(=O)c1ccc(F)cc1 (stereo unspecified)	100	0	-5	-4	-3	-1	-3	-5	-1.3	-17
O=C(CN1C(=O)NC2(CCCCCC2)C1=O)NCc1cccs1	95	1	7	0	-16	1	6	2	-1.0	-5
CCNC(=O)C1(C)CCN(Cc2ccccc2C#N)C1 (stereo unspecified)	101	1	-1	-8	-10	-1	11	2	-1.7	2
Cc1ccc(Cn2c(SCC(C)C)nc3c2c(=O)[nH]c(=O)n3C)cc1	99	0	0	2	.	1	-10	-11	1.3	1
CC1(C)CC(NC(=O)Cc2ccccc2[N+](=O)[O-])CC(C)(C)N1	101	1	-2	1	-4	-1	-6	-4	-0.3	-6
O=C(c1ccc(Cl)cc1)C1CCN(C(=O)N2CCOCC2)CC1	98	-3	0	3	-8	6	14	5	-0.1	1
COc1ccc(OCCOCCN2CCOCC2)cc1	101	0	2	-4	-5	8	3	7	-2.4	-2
Cc1ccc(S(=O)(=O)N2CCN(C(=O)CSc3ncc(C(F)(F)F)cc3Cl)CC2)cc1	96	0	7	-14	-5	-1	8	5	-0.5	-4
COCCCNC(=O)c1ccc([N+](=O)[O-])c(Cl)c1	102	3	3	3	-18	3	8	4	1.1	3
O=C(O)CCCC(=O)Nc1ccn(-c2ccccc2)n1	91	1	4	-1	2	-8	2	-1	-1.1	0
O=C(NCc1ccco1)C(c1ccncc1)N(C(=O)Cn1nnc2ccccc21)c1ccccc1F (stereo unspecified)	97	2	-36	1	-2	-4	4	-2	1.6	4
COc1cc(CC2C(=O)Nc3ccccc32)cc(C)c1O (stereo unspecified)	97	1	-5	-12	-4	1	2	2	-0.2	5
CCc1nc2ccccc2c(C(=O)OCc2nc3ccccc3c(=O)[nH]2)c1C	96	18	-22	-2	-3	-4	-28	56*	-1.7	3
CCCCCNC(=O)C(C1CC1)n1c(=O)c(-c2ccccc2)nc2ccccc21 (stereo unspecified)	.	.	.	4	-15	1	.	.	.	2

Rewritten in CSV form: 2 of the compounds above
structure,ABCB6 inh 2,N-glyco inh,PDI inh,ABHD5-PLIN5 inh,CaV13 FRET inh,HTR2A ag,MC4R antag cAMP,Cardio protect,MC4R barr agon,Granule exo inh
CC1CCCCN1C(=O)CSc1nnc(-c2cccs2)o1 (stereo unspecified),100,-6,-12,-7,-4,-2,-7,-5,1.9,-3
CCN(CC)C(=O)C(C)N(C#N)c1nc(C)cc(C)n1 (stereo unspecified),97,1,-3,-4,-5,4,-6,-1,-0.8,-1

Record cards (already shown). Screens in order: ABCB6 inh 2 | N-glyco inh | PDI inh | ABHD5-PLIN5 inh | CaV13 FRET inh | HTR2A ag | MC4R antag cAMP | Cardio protect | MC4R barr agon | Granule exo inh
Cc1ccc(N(C)S(=O)(=O)c2cccc(C(=O)OCC(=O)N3CCCC(C)C3)c2)cc1 (stereo unspecified) across the screens: 95 | -3 | 7 | -3 | -7 | 3 | 8 | -16 | -0.7 | 7
CCNC(=O)C1(C)CCN(Cc2ccccc2C#N)C1 (stereo unspecified) across the screens: 101 | 1 | -1 | -8 | -10 | -1 | 11 | 2 | -1.7 | 2
CC1CCCCN1C(=O)CSc1nnc(-c2cccs2)o1 (stereo unspecified) across the screens: 100 | -6 | -12 | -7 | -4 | -2 | -7 | -5 | 1.9 | -3

Other structures
SMILES	ABCB6 inh 2	N-glyco inh	PDI inh	ABHD5-PLIN5 inh	CaV13 FRET inh	HTR2A ag	MC4R antag cAMP	Cardio protect	MC4R barr agon	Granule exo inh
O=C(CSc1nc2c(c(=O)n1-c1ccccc1)SCC2)N1CCN(c2ccccc2)CC1	97	0	.	5	-5	6	9	25	0.9	0
COc1ccc(C(=O)N2CCN(c3ccc(N4CCOCC4)nn3)CC2)cc1OC	98	1	-5	-4	-6	2	-3	-8	-3.1	-1
CC(C)(C)OC(=O)N1CCC(NC(=O)c2nc[nH]c2C(=O)NCC(=O)OCc2ccccc2)CC1	84	2	17	0	-6	21*	34*	72*	-0.7	-2
Clc1ccc(CO/N=C/c2c(-c3ccccc3)nc3n2CCS3)c(Cl)c1	98	-4	0	-4	-8	2	17	-4	0.4	-2
O=C(/C=C/c1cccc(Br)c1)NC1CCN(Cc2ccccc2)CC1	95	-1	-4	3	-18	-11	2	-1	-1.2	45
COC(=O)c1ccc(NC(=O)Cn2cnc3c(nnn3-c3cccc(OC)c3)c2=O)cc1	100	0	.	9	-3	7	-2	-4	1.0	-1
Clc1ccccc1C1CC(c2ccccc2)=Nc2ccccc2N1 (stereo unspecified)	98	-1	3	12	6	-4	15	-2	-0.5	5
Cc1ccc2nc(-c3ccc(NC(=S)NC(=O)CC(C)C)cc3)sc2c1	95	0	-5	-1	-5	-1	2	-7	0.4	7
Cc1ccc(CC2(C)C(=O)Nc3c(Cl)ccc(Cl)c32)cc1 (stereo unspecified)	98	13	-14	2	-6	-4	0	-10	0.7	-2
CCN(CC)CCCNC(=O)Cn1ncc2c(=O)oc3ccc(C)cc3c21	96	1	.	-5	-2	3	6	14	0.3	-3
O=C(COc1ccc(Br)cc1)Nc1ccccc1C(=O)NC1CC1	94	0	15	1	-6	-3	-3	4	-3.0	-4
c1ccc(Oc2ccc(-c3ccnc4nc(N5CCOCC5)nn34)cc2)cc1	85	9	-2	3	-4	5	4	6	-0.8	1
COc1cc(/C(C)=N/N2CCN(Cc3ccc(C)cc3)CC2)ccc1O	92	-2	1	-9	-4	-1	2	0	-2.2	-6
CC(=O)N/C(=C\c1ccccc1)C(=O)OCC(=O)N(C)C1CCCCC1	83	2	5	3	-7	7	3	0	0.9	0
COc1cc(OC)cc(-c2cc(N)n(S(=O)(=O)c3cccc4nsnc34)n2)c1	103	-1	2	-2	-2	-7	-1	4	0.2	8
CC(C(=O)Nc1ccc2c(c1)OCCO2)N(C)Cc1c(F)cccc1Cl (stereo unspecified)	102	0	-2	-4	-7	-1	10	-12	-2.2	-1
Cc1c(Cl)cccc1NC(=O)CSc1nnc(CCNC(=O)OC(C)(C)C)o1	98	2	0	-4	-4	-3	-2	-4	-2.4	-2
FC(F)Sc1ccc(NC2=NCCCCC2)cc1	100	-1	12	5	-4	7	3	-1	-1.2	6
COc1ccc(C[C@H]2CN3C(=NC[C@@H]3C(C)C)N2C[C@H](C)NC(=O)c2ccc(C)c(Br)c2)cc1	97	-6	-1	8	-5	-14	9	-16	-0.2	0
CCC(C)(C)C1CCc2c(sc(NC(=O)c3cccs3)c2C(N)=O)C1 (stereo unspecified)	90	0	0	-3	-3	-2	-4	2	-2.0	0
COCCNC(=O)C1CCCN(C(=O)c2cc(C(C)(C)C)nn2C)CC1 (stereo unspecified)	86	2	12	3	-11	5	-1	10	-0.7	1
O=C(NCc1ccccc1F)c1cccc(S(=O)(=O)NCc2ccccc2)c1	100	.	6	-6	-3	1	0	-9	-2.7	2
CCN(CC)c1ccc(C(=O)NN)cc1	95	2	16	2	3	-1	10	13	-0.7	1
N=c1ccn(Cc2c(Cl)cccc2Cl)cc1	207	0	10	-5	-4	-2	5	-6	1.1	-7
CC(C)CCNC(=O)C(=O)NCc1ccccc1	99	-1	-2	-3	-5	2	7	-3	-1.4	-5

Grouped by structure, the entries above containing a nitro group on carbon (2)
SMILES	ABCB6 inh 2	N-glyco inh	PDI inh	ABHD5-PLIN5 inh	CaV13 FRET inh	HTR2A ag	MC4R antag cAMP	Cardio protect	MC4R barr agon	Granule exo inh
CC1(C)CC(NC(=O)Cc2ccccc2[N+](=O)[O-])CC(C)(C)N1	101	1	-2	1	-4	-1	-6	-4	-0.3	-6
COCCCNC(=O)c1ccc([N+](=O)[O-])c(Cl)c1	102	3	3	3	-18	3	8	4	1.1	3

Other compounds
SMILES	ABCB6 inh 2	N-glyco inh	PDI inh	ABHD5-PLIN5 inh	CaV13 FRET inh	HTR2A ag	MC4R antag cAMP	Cardio protect	MC4R barr agon	Granule exo inh
COc1ccc(Oc2c(OC)cc([N+](=O)[O-])c3ncccc23)cc1	99	-3	-3	10	-5	-3	-3	-2	-1.0	3
CC1CN(C(=O)C(C)OC(=O)c2ccc3ncsc3c2)CC(C)O1 (stereo unspecified)	95	1	-11	-4	-2	-1	1	2	-0.8	1
Cc1noc(NS(=O)(=O)c2ccc(NC(=O)C(Cl)(Cl)Cl)cc2)c1C	98	2	2	1	-7	5	4	1	-2.3	4
CC(C)(C)C(=O)CSc1nnc(Nc2ccccc2)s1	101	0	1	0	-2	-5	8	-2	-1.9	-2
Cc1cc(=O)oc2cc(OCC(=O)Nc3nnc(CC(C)C)s3)ccc12	86	1	3	-2	-3	-1	0	6	-0.6	-2
COc1ccc(Nc2ccc(N3C(=O)CC(C)C3=O)cc2[N+](=O)[O-])cn1 (stereo unspecified)	97	0	6	-2	-2	-2	11	-8	-1.4	-5
